# FAS-TE inh: FAS thioesterase domain inhibitors, primary screen, biochemical, fluorescence intensity, uHTS | AID 602261, 2012 | inhibition, % at 15 µM | actives 0.67% (n = 360,000) | recombinant FAS-TE, OMFH fluorogenic substrate, fluorescence endpoint | Fatty acid synthase (Homo sapiens), P49327;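 active means compounds whose normalised, plate-corrected inhibition of enzyme fluorescence in the single-dose primary screen is 50% or more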;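 further: 0% = DMSO with enzyme and 100% = substrate without enzyme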
# SKN-1 inh: suppressors of acrylamide-induced Pgst-4::GFP reporter in worms, primary screen, SKN-1 inhibitor project, whole organism, uHTS, GFP/RFP fluorescence ratio, strain VP596; C. elegans VP596 Pgst-4::GFP/RFP ratio, 24 h; inhibition, % at 21.8 µM; AID 624304, 2012; actives 0.49% (n = 360,000);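 active means interference check ratio from 0.5 to 1.5 plus GFP to RFP signal ratio inhibition reaching or exceeding a fixed threshold, cut at about 30% in these data, passing the limit was not always enough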; further: some compounds called inactive have numbers as strong as hits
# MsrA act: bovine MsrA enzyme activators, primary screen, biochemical, absorbance, HTS | AID 602163, 2012 | purified bovine MsrA, absorbance read-out | actives 0.3% (n = 360,000) | activation, % at 10.6 µM; in the data active means activation above about 7.5%;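 further: 0% = vehicle and 100% = reference activator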
# Neddylation inh: inhibitors of cullin neddylation, primary screen, biochemical, TR-FRET, uHTS, NAE and Ubc12. NEDD8-conjugating enzyme Ubc12 (Homo sapiens) + NEDD8-activating enzyme E1 regulatory …. calls only at 25 µM. actives 0.58% (n = 360,000). AID 651699, 2012; in the data active means inhibition above about 36%
# E coli Lon inh: inhibitors of E. coli Lon protease, primary screen, biochemical, fluorescence polarization; P0A9M0; inhibition, % at 7.94 µM; purified E. coli Lon protease; actives 0.42% (n = 360,000); in the data active means inhibition above about 13%, passing the limit was not always enough;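 further: 0% = enzyme with probe and DMSO and 100% = no enzyme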
# Rin1 Abl inh: inhibitors of Rin1-Abl protein binding, primary screen, biochemical, TR-FRET; Tyrosine-protein kinase ABL1 (Homo sapiens) + Ras and Rab interactor 1 (Homo sapiens), …; inhibition, % at 7.35 µM; actives 0.4% (n = 360,000); AID 588664, 2011; in the data active means inhibition above about 5%, passing the limit was not always enough
# Target sequence (P00519 whole entry, looked up): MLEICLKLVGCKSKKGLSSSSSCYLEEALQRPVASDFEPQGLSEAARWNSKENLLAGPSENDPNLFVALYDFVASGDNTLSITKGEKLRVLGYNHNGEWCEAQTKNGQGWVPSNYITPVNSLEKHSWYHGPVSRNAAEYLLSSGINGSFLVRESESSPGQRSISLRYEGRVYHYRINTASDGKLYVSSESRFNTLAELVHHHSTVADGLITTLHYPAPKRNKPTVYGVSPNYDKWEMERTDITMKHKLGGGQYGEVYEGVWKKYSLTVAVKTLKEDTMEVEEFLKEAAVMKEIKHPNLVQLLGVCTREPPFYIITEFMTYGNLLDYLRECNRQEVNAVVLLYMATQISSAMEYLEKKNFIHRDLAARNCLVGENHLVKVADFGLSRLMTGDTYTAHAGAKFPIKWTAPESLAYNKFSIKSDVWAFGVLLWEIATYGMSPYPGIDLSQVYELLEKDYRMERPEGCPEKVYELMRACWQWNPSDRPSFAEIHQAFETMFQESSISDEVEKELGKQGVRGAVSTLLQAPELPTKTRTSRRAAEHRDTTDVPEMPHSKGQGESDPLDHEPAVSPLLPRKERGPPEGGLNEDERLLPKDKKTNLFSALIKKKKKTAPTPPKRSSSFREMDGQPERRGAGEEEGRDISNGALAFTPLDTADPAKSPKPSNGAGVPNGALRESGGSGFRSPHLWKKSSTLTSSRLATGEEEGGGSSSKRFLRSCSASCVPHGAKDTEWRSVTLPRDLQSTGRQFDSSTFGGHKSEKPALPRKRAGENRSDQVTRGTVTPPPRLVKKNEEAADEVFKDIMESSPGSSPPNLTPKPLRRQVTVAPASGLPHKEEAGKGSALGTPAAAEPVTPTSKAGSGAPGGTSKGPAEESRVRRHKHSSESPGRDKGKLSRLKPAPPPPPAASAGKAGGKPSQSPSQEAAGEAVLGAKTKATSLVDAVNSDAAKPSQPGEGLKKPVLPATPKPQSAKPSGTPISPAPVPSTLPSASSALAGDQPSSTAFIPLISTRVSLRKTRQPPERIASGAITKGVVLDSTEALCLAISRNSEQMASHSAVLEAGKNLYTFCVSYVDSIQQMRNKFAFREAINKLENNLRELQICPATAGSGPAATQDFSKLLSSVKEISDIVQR
# Target sequence (Q13671 whole entry, looked up): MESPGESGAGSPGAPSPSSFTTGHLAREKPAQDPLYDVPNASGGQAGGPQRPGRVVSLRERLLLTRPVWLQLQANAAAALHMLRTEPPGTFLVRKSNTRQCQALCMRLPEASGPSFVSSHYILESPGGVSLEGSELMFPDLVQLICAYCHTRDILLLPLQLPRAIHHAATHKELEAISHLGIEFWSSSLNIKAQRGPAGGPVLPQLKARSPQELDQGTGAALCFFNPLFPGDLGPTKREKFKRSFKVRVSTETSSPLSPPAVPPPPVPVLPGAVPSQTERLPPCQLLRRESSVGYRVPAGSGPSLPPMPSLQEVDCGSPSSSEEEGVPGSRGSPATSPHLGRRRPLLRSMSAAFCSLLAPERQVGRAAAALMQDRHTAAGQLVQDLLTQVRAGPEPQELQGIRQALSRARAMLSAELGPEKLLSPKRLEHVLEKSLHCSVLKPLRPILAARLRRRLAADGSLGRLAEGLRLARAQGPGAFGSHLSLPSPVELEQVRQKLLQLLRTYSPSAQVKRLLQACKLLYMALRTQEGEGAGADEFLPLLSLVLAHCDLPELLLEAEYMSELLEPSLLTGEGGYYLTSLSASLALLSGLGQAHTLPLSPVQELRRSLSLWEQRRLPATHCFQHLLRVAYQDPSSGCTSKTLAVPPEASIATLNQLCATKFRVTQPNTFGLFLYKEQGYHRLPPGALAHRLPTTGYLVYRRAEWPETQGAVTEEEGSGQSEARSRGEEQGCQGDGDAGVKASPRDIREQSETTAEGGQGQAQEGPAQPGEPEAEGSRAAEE
# CendR NRP1 mod: modulators of CendR peptide binding to NRP-1, primary screen, biochemical, fluorescence polarization, uHTS | Neuropilin-1 (Homo sapiens), O14786 | FAM-RPARPAR peptide binding to NRP-1 | inhibition, % at 25 µM | actives 0.85% (n = 360,000);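 active means inhibition or corrected inhibition above about 18%, plus a signal ratio from 0.5 to 1.5, limit read from the data, passing the limit was not always enough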; further: strong numbers were not always called active
# MT1-MMP act inh: blockers of MT1-MMP proenzyme processing, primary screen, HT1080 RFP-PRO-GFP cells, GFP/RFP fluorescence; Matrix metalloproteinase-14 (Homo sapiens), P50281; GFP/RFP ratio fluorescence, overnight; percent of plate control window, DMSO zero; GFP/RFP ratio change, % at 20 µM; actives 0.061% (n = 360,000); AID 651647, 2012;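 active means GFP/RFP ratio change of at least 30% with cell ATP level not reduced by more than half and red fluorescence within 50% of control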; further: strong numbers were not always called active
#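 system = RFP-PRO-GFP reporter HT1080 cells | dosing = 20 µM single dose, 1% DMSO | timing = overnight cell settling, then overnight compound exposure, 37 °C, 5% CO2 | read-out basis = GFP/RFP fluorescence ratio | controls = DMSO and RFP-L50D-GFP cell wells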
# PABP1 MLLE inh: inhibitors of PABP1 MLLE–PAM2 peptide binding, primary screen, biochemical, fluorescence polarization, FITC-PAM2, GST-MLLE | Polyadenylate-binding protein 1 (Homo sapiens), P11940 | AID 588489, 2011 | inhibition, % at 20 µM | actives 0.36% (n = 360,000); in the data active means inhibition above about 35%, passing the limit was not always enough;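 further: plate controls were DMSO wells with GST-MLLE for no effect and wells lacking GST-MLLE protein for full effect; some results filed as inactive read as strong as hits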
# * marks the source's active call; other numbers are inactive results; i = inactive; + = active, no number.
(1) COc1cccc(-c2sc3ccc(OC)cc3c2-c2ccc(C(N)=O)cc2)c1
(2) C/C=C\C(=O)Nc1cccc(C2=NOC3(C2)C[C@@H](C(N)=O)N(C(=O)C2(C)CC2)C3)c1 (stereo partly drawn)
(3) COc1ccc(CNC(=O)C(c2ccncc2)N(C(=O)Cc2cccs2)c2ccccc2C)cc1 (stereo not drawn)
(4) CCOc1ccc(CCNC(=O)C2CCN(S(=O)(=O)N3CCC(C)CC3)CC2)cc1OCC
(5) CN(C)C=NCCn1c(N2CCOCC2)nc2c1c(=O)n(C)c(=O)n2C
(6) O=C(Nc1ccc(S(=O)(=O)N2CCCC2)cc1)C1CC(=O)N(c2ccc(F)cc2)C1 (stereo not drawn)
(7) Cc1cccc(Nc2c(-c3ccc(O)cc3)nc3ncccn23)c1
(8) CCOc1ccc(S(=O)(=O)Nc2cccc(-c3ccc(N4CCCCCC4)nn3)c2)cc1
(9) OCc1cn(-c2ccccc2)nc1-c1cc2ccccc2o1
(10) COc1cc([N+](=O)[O-])cc(/C=N/NC(=O)Cn2nc(C)cc2C)c1O

Assay by compound	1	2	3	4	5	6	7	8	9	10
FAS-TE inh	-2	-8	0	-12	-5	-1	-1	45	12	5
SKN-1 inh	7	-8	-11	15	-25	-6	7	18	12	4
MsrA act	-6	0	-3	-3	-1	-2	-3	-4	0	-3
Neddylation inh	i	i	i	i	i	i	i	i	i	i
E coli Lon inh	-2	-6	-9	5	-1	-8	4	9	4	-7
Rin1 Abl inh	2	-4	-1	-1	-3	2	0	1	-1	-4
CendR NRP1 mod	12	11	-7	-5	9	0	1	4	-6	-13
MT1-MMP act inh	0	4	-3	3	4	1	3	4	1	2
PABP1 MLLE inh	10	1	-7	4	11	-5	-15	2	-1	-12

(11) Cc1ccc(S(=O)(=O)N2CCCC(C(=O)NCCC(C)C)C2)cc1 (stereo not drawn)
(12) Cn1c(=O)c2c(nc(Br)n2CCCc2ccccc2)n(C)c1=O
(13) CCN1C(=O)CC(NC2CCN(C(=O)c3ccc(F)cc3)CC2)C1=O (stereo not drawn)
(14) O=C1c2ccccc2C(=O)N1CCCc1nc(-c2ccccc2)no1
(15) O=S(=O)(c1cccs1)N1CCN(CCOc2ccc(Cl)cc2)CC1
(16) O=C(CSc1ccc(Cl)cc1)Nc1ccc(-c2nc3ccccc3[nH]2)cc1
(17) COc1cccc(NC(=O)CCC2CCN(C(=O)c3c(C)noc3C)CC2)c1
(18) CCOC(=O)COc1ccc(CCNC(C)=O)cc1
(19) CCc1nc2ccc(C(=O)Nc3cc(-c4ccccc4)ccc3OC)cn2c1N(CCN(C)C)CC1CC1
(20) Cc1ccc(N2CCN(C(=O)c3ccccc3NC(=O)/C=C\C(=O)O)CC2)cc1

Assay by compound	11	12	13	14	15	16	17	18	19	20
FAS-TE inh	0	-4	-6	6	47	-2	-2	-6	-2	-2
SKN-1 inh	5	-1	3	2	0	1	5	-10	14	-6
MsrA act	-1	-8	1	5	-1	-4	-5	-5	-1	-3
Neddylation inh	i	i	i	i	i	i	i	i	i	i
E coli Lon inh	-2	-11	3	-1	1	-5	-3	-13	5	-1
Rin1 Abl inh	0	1	4	-2	6	-4	1	0	1	-1
CendR NRP1 mod	-6	-5	5	8	-3	-1	-12	-14	3	10
MT1-MMP act inh	-2	0	2	-1	-18	3	2	3	-11	1
PABP1 MLLE inh	-4	-1	19	1	-26	-7	-1	6	0	15

(21) CCOC(=O)c1ccc(NC(=S)N2CCN(Cc3ccccc3)CC2)cc1
(22) O=C(COC(=O)c1ccc(C(F)(F)F)cc1)Nc1cccc(S(=O)(=O)N2CCCCC2)c1
(23) COC(=O)c1cccc(NC(=O)C2C3CCC(C3)C2C(=O)O)c1 (stereo not drawn)
(24) Cc1c(C(C)NC(=O)c2ccc3nc(Cc4ccccc4F)oc3c2)cnn1C (stereo not drawn)
(25) Cc1cc2ccccn2c1C(=O)c1ccc([N+](=O)[O-])o1
(26) O=C(N/N=C/c1ccncc1)c1cccc(NC(=O)c2ccccc2Cl)c1
(27) O=C(CCc1ccccc1)NCCSc1ccccc1
(28) O=C(N/N=C/c1ccccn1)C1CC1
(29) Cc1ccc(S(=O)(=O)NCC(=O)OCC(=O)N2C(C)CCCC2C)cc1 (stereo not drawn)
(30) COCCNC(=O)c1ccc(-n2c(SCc3ccncc3)nc3ccccc3c2=O)cc1

Assay by compound	21	22	23	24	25	26	27	28	29	30
FAS-TE inh	1	25	-6	-9	-1	-10	1	-3	-3	-2
SKN-1 inh	-6	-8	-11	6	-8	6	2	5	2	-2
MsrA act	-10	-9	-10	-1	3	-4	-4	2	-8	-4
Neddylation inh	i	i	i	i	i	i	i	i	i	i
E coli Lon inh	5	11	-6	-1	-5	0	-5	2	-2	-9
Rin1 Abl inh	0	0	-4	1	-10	0	2	0	4	-1
CendR NRP1 mod	8	8	-1	-4	-12	1	13	3	2	-9
MT1-MMP act inh	-2	2	5	1	-9	-7	8	7	2	-4
PABP1 MLLE inh	-67	-10	0	4	1	6	0	-4	-15	2

# Quoted from above, entries 21 to 22
(21) CCOC(=O)c1ccc(NC(=S)N2CCN(Cc3ccccc3)CC2)cc1
(22) O=C(COC(=O)c1ccc(C(F)(F)F)cc1)Nc1cccc(S(=O)(=O)N2CCCCC2)c1

Assay by compound	21	22
FAS-TE inh	1	25
SKN-1 inh	-6	-8
MsrA act	-10	-9
Neddylation inh	i	i
E coli Lon inh	5	11
Rin1 Abl inh	0	0
CendR NRP1 mod	8	8
MT1-MMP act inh	-2	2
PABP1 MLLE inh	-67	-10

# (listing goes on)
(31) O=C(Nc1cccc(C(F)(F)F)c1)c1cccc(NS(=O)(=O)c2ccc(O)c(C(=O)O)c2)c1
(32) Cc1cc(C(=O)CSc2nnc(-c3cccnc3)n2-c2ccccc2F)c(C)n1CC1CCCO1 (stereo not drawn)
(33) O=C(NCCc1ccccc1)c1[nH]c(C(F)(F)F)nc1-c1ccccc1
(34) Cc1cc(C)n(-c2nc(O)cc(=O)[nH]2)n1
(35) COc1ccc(Cl)cc1-c1cc(C(=O)NCC2CCCCC2)[nH]n1
(36) O=C(O)/C=C/c1ccc2c(-c3ccccc3)onc2c1
(37) COc1ccc2ccc(OCC(=O)NCC3CCCO3)cc2c1 (stereo not drawn)
(38) Cc1cscc1-c1nc(NCC2CC2)nc2ccsc12
(39) C#CCNc1nc(C(C)C)nc2c1nnn2Cc1ccccc1F
(40) O=C1CCC(=O)N1CC(=O)N1CCCc2ccccc21

Assay by compound	31	32	33	34	35	36	37	38	39	40
FAS-TE inh	11	-12	-4	-8	35	-2	-4	15	13	-2
SKN-1 inh	-10	5	9	7	6	-5	-5	2	-11	15
MsrA act	-2	-1	-5	0	-7	-2	-3	-4	-3	-8
Neddylation inh	i	i	i	i	i	i	i	i	i	i
E coli Lon inh	3	-1	-10	-18	-1	-5	-1	-1	1	2
Rin1 Abl inh	-1	2	4	-1	-1	3	3	3	1	-3
CendR NRP1 mod	-1	-17	-4	-4	-4	-18	-1	2	8	0
MT1-MMP act inh	-6	-2	0	3	-1	-22	0	-6	-10	1
PABP1 MLLE inh	7	-19	13	-3	-8	-6	7	-5	1	10

(41) O=C(Nc1nnc(CSCc2ccccc2F)s1)c1cccc([N+](=O)[O-])c1
(42) O=C(/C(C=Nc1ccc(F)cc1)=C(/O)c1ccco1)C(F)(F)F
(43) O=C(O)c1[nH]c2ccccc2c1C(c1c(F)cccc1Cl)c1c(C(=O)O)[nH]c2ccccc12
(44) CC(=O)c1ccc(NC(=O)COC(=O)C2CC3C=CC2C3)cc1 (stereo not drawn)
(45) N#C/C(=C\c1ccc(O)cc1)C(=O)NCc1ccccc1
(46) Cc1cc2occ(CC(=O)N(CC(C)C)c3c(N)n(Cc4ccccc4)c(=O)[nH]c3=O)c2cc1C
(47) CCc1ccc(C(=O)COC(=O)C(Cc2ccccc2)NC(=O)c2ccc(Cl)cc2)cc1 (stereo not drawn)
(48) CCn1ccc(C(=O)NCCCN2CCCC2=O)n1
(49) Cc1cc(-c2ccc(C)c(S(=O)(=O)NC(C)Cc3ccco3)c2)on1 (stereo not drawn)
(50) O=C(COC(=O)c1cnccn1)c1ccc2c(c1)CCCC2

Assay by compound	41	42	43	44	45	46	47	48	49	50
FAS-TE inh	24	0	-6	-4	-4	4	25	-7	11	1
SKN-1 inh	-1	13	-12	-7	-13	0	12	3	2	3
MsrA act	-8	-4	-4	-7	-5	-1	-2	-2	-2	-1
Neddylation inh	i	i	i	i	i	i	i	i	i	i
E coli Lon inh	4	-2	1	1	8	-3	2	-5	1	7
Rin1 Abl inh	-2	2	1	4	-1	-2	-3	2	5	-4
CendR NRP1 mod	-2	-4	-134	5	-14	3	-5	9	0	17
MT1-MMP act inh	5	1	1	-1	5	-7	-1	-2	4	6
PABP1 MLLE inh	-14	19	-2	8	-6	3	-5	-13	5	4

# Profiles from above. Screens in order: FAS-TE inh, SKN-1 inh, MsrA act, Neddylation inh, E coli Lon inh, Rin1 Abl inh, CendR NRP1 mod, MT1-MMP act inh, PABP1 MLLE inh
# O=C(O)c1[nH]c2ccccc2c1C(c1c(F)cccc1Cl)c1c(C(=O)O)[nH]c2ccccc12 in the list: -6, -12, -4, i, 1, 1, -134, 1, -2
# Cc1cc(-c2ccc(C)c(S(=O)(=O)NC(C)Cc3ccco3)c2)on1 (stereo not drawn) in the list: 11, 2, -2, i, 1, 5, 0, 4, 5
# O=C(COC(=O)c1cnccn1)c1ccc2c(c1)CCCC2 in the list: 1, 3, -1, i, 7, -4, 17, 6, 4
# CCc1ccc(C(=O)COC(=O)C(Cc2ccccc2)NC(=O)c2ccc(Cl)cc2)cc1 (stereo not drawn) in the list: 25, 12, -2, i, 2, -3, -5, -1, -5
# CC(=O)c1ccc(NC(=O)COC(=O)C2CC3C=CC2C3)cc1 (stereo not drawn) in the list: -4, -7, -7, i, 1, 4, 5, -1, 8

# Going on with the list.
(51) COC(=O)C1(C)NC(c2ccccc2C)C2C(=O)N(c3ccccc3)C(=O)C21 (stereo not drawn)
(52) NC(=O)CCC(=O)N1CCCC(C(=O)c2ccc3c4c(cccc24)CC3)C1 (stereo not drawn)
(53) Cc1ccc(/C(N)=N/OC(=O)c2cccc(F)c2)cc1
(54) O=C(OCC(=O)N1CCN(C(=O)c2ccco2)CC1)c1cc(-c2ccc(F)cc2)nc2ccccc12
(55) O=C(Nc1ccc(F)cc1F)N1CCC(c2nc3ccccc3o2)CC1
(56) COc1ccc(Br)cc1C(=O)NCc1cccnc1

Assay by compound	51	52	53	54	55	56
FAS-TE inh	-4	-9	4	17	0	-6
SKN-1 inh	11	9	9	6	0	8
MsrA act	0	-3	-3	1	-2	-2
Neddylation inh	i	+	i	i	i	i
E coli Lon inh	5	4	10	-4	-7	6
Rin1 Abl inh	1	-1	-2	-4	4	-1
CendR NRP1 mod	8	-6	-2	-2	2	-14
MT1-MMP act inh	6	0	-1	12	-1	4
PABP1 MLLE inh	-4	-14	2	5	-9	-3

# Hits appear at their usual frequency; overall some 4% were active at least once.
